# Screening results as filed in PubChem.
# BRCA1 expr act: BRCA1 expression activation; MCF7-BRCA1-FFLuc reporter, luminescence, 48 h; response scale: scaled: vehicle 0%, 10 µM genistein 100%; AID 624202; 380,000 compounds, 1.1% hits; Potency, µM (titrated, usually from 46.1 µM), inactives show top-dose activation, actives largely listed as activators; further: potency means the concentration at half of the fitted maximal effect; nearly all actives have a fitted effect of over 80% in size; some results filed as inactive show a strong effect at the top dose
#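 Cells: MCF7-BRCA1-FFLuc, 2000/well. Exposure: 48 h, 37 °C, 5% CO2. Read: luminescence, 15 min post-substrate. Controls: genistein 10 microM (maximal activation), DMSO (neutral).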
# TSG101-PTAP inh: blocks PTAP/TSG101 interaction to inhibit HIV-1 budding. 340,000 tested, under 10 active. Fluorescence polarization, FITC-PTAP peptide / Tsg101 binding. Q99816. Potency, µM (titrated, usually from 115 µM), for inactives: top-dose activity change, negative = inhibition, actives largely listed as inhibitors. AID 493005; active means well fitted inhibition curve with a large enough effect in the main read-out, with a control signal flat, not every such curve was filed as active; inconclusive means small, poorly fitted or top-dose-only effect, or effect the other way, or a change in a side signal; inactive means no such curve, though single readings can be large or run the other way; further: potency means the concentration at half of the fitted maximal effect; % of control where 0% means no effect
# Target sequence (Q99816 whole entry, looked up): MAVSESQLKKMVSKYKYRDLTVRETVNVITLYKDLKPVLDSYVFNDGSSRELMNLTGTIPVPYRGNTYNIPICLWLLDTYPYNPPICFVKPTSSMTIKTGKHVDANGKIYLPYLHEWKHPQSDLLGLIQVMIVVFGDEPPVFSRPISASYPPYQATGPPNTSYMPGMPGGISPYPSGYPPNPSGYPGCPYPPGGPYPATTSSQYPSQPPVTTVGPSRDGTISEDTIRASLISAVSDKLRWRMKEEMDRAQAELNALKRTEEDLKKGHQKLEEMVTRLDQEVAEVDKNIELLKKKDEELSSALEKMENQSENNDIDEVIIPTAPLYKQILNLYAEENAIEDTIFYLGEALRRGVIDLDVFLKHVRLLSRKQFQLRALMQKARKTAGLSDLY
#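 FP read-out: FITC-PTAP peptide, 50 nM final, binding Tsg101 binding domain, 10 uM final; 20 min, r.t.; 10 mM HEPES pH 7.5, 0.15 M NaCl, 0.01% Tween 20, 3 mM EDTA, 0.1 mM TCEP.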
# CXXC DNA block: blocks binding of human MLL CXXC domain to DNA. Q03164. 290,000 compounds, 0.037% hits. MLL-CXXC / FITC-HOXA9 DNA fluorescence polarization. AID 2662. Potency, µM (doses to about 115 µM), without a hit: at the highest dose activity change, negative = inhibition, actives largely listed as inhibitors; active means well fitted inhibition curve with a large enough effect in the polarisation, with a control signal flat, not every such curve was filed as active; inconclusive means small, poorly fitted or top-dose-only effect, or effect the other way, or a change in a side signal; inactive means no such curve, though single readings can be large or run the other way; the % refers to the polarisation; further: potency means the concentration at half of the fitted maximal effect
#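 Steps: dispense CXXC domain solution (7 uM) → pin compounds or unlabeled HOX-A9 DNA control → 5 min ambient → add FLSN-HOX-A9 solution (50 nM) → spin → 30 min ambient → fluorescence polarization. Tris pH 7.5/NaCl/DTT/BSA buffer.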
# B2AR arrestin: agonists driving beta-arrestin recruitment to human beta2-adrenergic receptor; P07550; beta-arrestin recruitment to beta2AR, cell-based reporter; Potency, µM (top dose mostly 46.1 µM), for inactives: at the highest dose activation, most hits filed as activators; 330,000 compounds, 0.02% hits; AID 492947;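 further: potency means the concentration at half of the fitted maximal effect; 0% = DMSO controls and full agonism = EC100 isoproterenol or metaproterenol; nearly all actives have a fitted effect of over 65% in size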
# Target sequence (P07550 whole entry, looked up): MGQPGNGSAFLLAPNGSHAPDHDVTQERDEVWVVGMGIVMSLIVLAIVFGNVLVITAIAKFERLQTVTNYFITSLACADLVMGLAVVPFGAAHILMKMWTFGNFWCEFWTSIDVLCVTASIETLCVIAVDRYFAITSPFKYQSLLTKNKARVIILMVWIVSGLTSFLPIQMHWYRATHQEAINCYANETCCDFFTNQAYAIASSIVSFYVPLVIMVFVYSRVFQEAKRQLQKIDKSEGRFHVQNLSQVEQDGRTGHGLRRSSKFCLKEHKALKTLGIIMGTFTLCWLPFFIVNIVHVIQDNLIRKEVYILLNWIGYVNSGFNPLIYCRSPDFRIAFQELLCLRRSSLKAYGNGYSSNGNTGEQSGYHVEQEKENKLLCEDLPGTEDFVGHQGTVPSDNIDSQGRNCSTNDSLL
# A-T KAP1 phos: candidate therapy for ataxia-telangiectasia. 320,000 compounds, 0.19% hits. […] A-T fibroblasts, KAP-1 phosphorylation AlphaLISA; neocarzinostatin DNA damage 30 min before lysis. Potency, µM (titrated, usually from 57.5 µM), inactives show at the top dose activation, hits mostly activators; further: potency means the concentration at half of the fitted maximal effect; % of control where 0% means no effect; nearly all actives have a fitted effect of over 45% in size
#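 hTERT-immortalized A-T patient fibroblasts ([…]), 500 cells/well in OPTI-MEM, 1% FBS, got compounds for 60 min, then NCS for 30 min at 37C. Lysates were then assayed for phospho-KAP-1 by AlphaLISA (anti-pKAP1 donor, anti-KAP1 acceptor beads), 6 hr at 25C.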
# ELG1 DNA repair: blocks ELG1-dependent DNA repair in HEK293T cells | AID 504467 | HEK293T ELG1-luciferase reporter, luminescence, 16 h; DNA damage induced by 5-fluorouridine | 330,000 compounds, 2.3% hits | Potency, µM (titrated, usually from 46.1 µM), for inactives: top-dose activity change, negative = inhibition, actives largely listed as inhibitors; further: potency means the concentration at half of the fitted maximal effect; on the % scale 0 is the no-effect control and ±100 the full control effect; nearly all actives have a fitted effect of over 55% in size
#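 Cells (2,000 per well) received 5-fluorouridine plus test compound or DMSO and were incubated 16 hr at 37 °C, 5% CO2. Luciferase activity was read by luminescence 30 min after ONE-Glo addition; signal suppression marked inhibition of damage-induced ELG1 function.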
# TRPV1 ag: activates the human vanilloid receptor TRPV1; TRPV1-expressing cells, Fluo-8 calcium influx, agonist mode; activation, % at 8.33 µM; Q8NER1; 320,000 compounds, 0.19% hits; AID 540275; in the data active means activation above about 80%; inconclusive means between about 30% and that limit; further: 0% is about no effect
#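 Fluo-8 calcium influx in TRPV1-expressing cells, kinetic read (ex 480/em 520 nm). Compound added and read 3 min for agonist activity, followed by capsaicin at EC20 final and 2 min further read for enhancement.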
# TCR activator: activators of T cell receptors; Potency, µM (series often up to 9.22 µM), for the others: top-dose activation of IL-2 secretion, usual class: activators; 330,000 tested, under 10 active; AID 504894; primary human leukocytes, anti-CD3, IL-2 HTRF, 48 h; further: % of control where 0% means no effect
#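 TCR engagement came from a-CD3 beads alone, with compounds added to primary human leukocytes for 48 hr. Secreted IL-2 bridged europium cryptate- and d2-labelled anti-IL-2 antibodies, giving FRET emission at 665nm after 320nm excitation.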
# a7 integrin act: activators of alpha7 integrin expression for muscular dystrophy. alpha7betagal myoblasts, beta-gal FDG fluorescence, 48 h. Potency, µM (titrated, usually from 38.3 µM), for the others: at the top dose activation, hits mostly activators. AID 624291. 350,000 compounds, 0.064% hits;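 further: potency means the concentration at half of the fitted maximal effect; 100% = response of the positive control SU9516; nearly all actives have a fitted effect of over 60% in size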
#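 Alpha7betagal+/- myoblasts (passage 13) were plated 16-24 hr, then exposed to compounds (1:260 dilution of DMSO stock) for 48 hours at 37C. After MPER lysis, β-galactosidase reporter activity was read as FDG fluorescence (ex 480/em 540) after 30 minutes.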
# p53 reactivation: restores transcriptional activity of mutant p53; H1299 p53-A138V BP100-luciferase reporter, luminescence, 24 h; Potency, µM (titrated, usually from 92.2 µM), for the others: at the top dose activity change, positive = activation, hits mostly activators; 320,000 compounds, 0.063% hits; AID 504706; further: potency means the concentration at half of the fitted maximal effect; % of control where 0% means no effect; nearly all actives have a fitted effect of over 45% in size
#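 p53-null H1299 cells stably carrying temperature-sensitive p53-A138V and a BP100-luciferase reporter were pinned with compounds (4-point, 1:5 series) and held 24 hrs at 37 deg C. Luminescence was read 10 min after detection reagent.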
# * hit, by the source's call; u = inconclusive; x = not tested or not shown; & = joins results of further samples; [ ] = another dose, or the depositor's remark. Unless noted, the call rests on the fitted dose curve; in most records, active means well fitted curve in the direction sought with a large enough effect; inconclusive means small, poorly fitted or top-dose-only effect, or another doubt; inactive means no such curve, though single readings can be large; an effect the other way counts as inactive or inconclusive.
# Every second line gives: BRCA1 expr act	TSG101-PTAP inh	CXXC DNA block	B2AR arrestin	A-T KAP1 phos	ELG1 DNA repair	TRPV1 ag	TCR activator	a7 integrin act	p53 reactivation
- COC(=O)c1cc(=O)[nH]c(SCc2cccc(C)c2)n1
 : -1%	0%	9%	-2.1%	-4%	9%	-3	-3%	-6%	0%
- Cc1ccc(C)c(NC(=O)CCN2C(=O)[C@@H]3Cc4ccccc4CN3C2=O)c1
 : -11%	-3%	0%	0.0%	-5%	u	2	2%	0%	-8%
- CCOc1ccc(CCNC(=O)COC(=O)COc2ccc(Cl)cc2)cc1OCC
 : -3%	-6%	x	-0.1%	-2%	27%	-1	4%	-11%	1%
- Cn1c(SCC(=O)Nc2cccc(S(=O)(=O)NC3=NCCCCC3)c2)nnc1-c1ccncc1
 : -8%	-9%	3%	0.0%	3%	0%	1	-2%	u	2%
- C[C@]12c3[nH]c4cc(-c5ccco5)ccc4c3CCN1C(=O)[C@@H](CC(=O)NCCc1ccccn1)C[C@@H]2C(=O)N1CCCCC1
 : -33%	-4%	x	-0.4%	3%	u	x	0%[46.1 µM]	8%	-4%
- CC(=O)Nc1nc(C)nc(C)c1C(C)=O
 : -12%	-5%	9%	0.1%	-5%	25%	-3	1%	21%	2%
- CCOC(=O)C1C(=O)C(=O)N(Cc2ccccc2)C1C(=O)OCC (stereo not given)
 : -22%	-9%	x	x	x	x	x	12%	-26%	x
- COCC(C)NCc1ccccc1C (stereo not given)
 : 8%	-3%	4%	-1.4%	5%	7%	1	9%	15%	3%
- Cn1nccc1C(=O)N1CCN(S(=O)(=O)c2ccc(Br)s2)CC1
 : 12%	2%	-3%	-0.6%	-2%	-9%	2	-1%	2%	9%
- CC(=O)Nc1ccc(C(=O)COC(=O)C2CC2C)c(F)c1 (stereo not given)
 : 6.3µM*	-4%	x	-0.1%	5%	u	2	-3%	u	u
- COc1ccc(-c2cc(C(=O)Nc3cccc(Cl)c3)no2)cc1
 : 3.2µM*	-5%	7%	-0.6%	10µM*	u	-1	3%	9%	u
- O=C(CCC(=O)c1ccc(Cl)cc1)OCc1nc2ccsc2c(=O)[nH]1
 : 1%	-2%	x	0.1%	0%	12%	-2	0%	11%	6%
- O=c1c([N+](=O)[O-])c(NC2CCCCC2)c2ccccc2n1-c1ccccc1
 : -35%	-8%	11%	-0.4%	0%	-21%	8	6%[46.1 µM]	-8%	21%
- CCCN1C(=S)c2ccccc2C1c1ccccc1 (stereo not given)
 : -61%	-2%	-3%	-0.1%	6%	u	3	2%	16%	-14%
- Cc1ccc(S(=O)(=O)N(c2nc(N(C)C)nc(N(C)C)n2)n2cnnc2)cc1
 : -4%	-8%	6%	-0.2%	1%	-1%	-2	3%	28%	1%
- COc1ccccc1NC(=O)c1ccc(S(=O)(=O)N2CCOCC2)cc1
 : 5%	-5%	-8%	0.4%	3%	-27%	5	0%	6%	-4%
- COc1ccc(C)cc1NC(=S)N1CCN(c2ncccn2)CC1
 : 70%	-10%	1%	-0.6%	2%	-2%	-5	-3%	-12%	10%
- NC1=NC(c2ccc(Br)cc2)n2c(nc3ccccc32)N1 (stereo not given)
 : -10%&-2%	-6%&-16%	9%	-0.2%	11%	14%	-4	1%&2%	27%&26%	-6%
- CC(C)[C@H](NC(=O)C1CC(=O)N(c2ccc3c(c2)OCCO3)C1)C(=O)NC1CCCC1 (stereo not given in full)
 : -9%	-4%	-7%	-0.6%	-6%	0%	0	13%	-16%	-3%
- COc1cc(NC(=O)COc2ccc3c(C)cc(=O)oc3c2C)cc(OC)c1OC
 : 3%	0%	35%	0.3%	-8%	-11%	-6	-5%	-11%	1%
- OCCC1CN(CC2CCCCC2)CCN1C1CCCC1 (stereo not given)
 : -2%	-5%	2%	-0.5%	-15%	-25%	4	-3%	7%	u
- O=C(c1ccco1)N1N=C(c2ccc(Cl)cc2)CC1(O)C(F)(F)F (stereo not given)
 : -19%	-2%	-2%	-0.3%	5%	-27%	-6	9%	2%	4%
- CC(/C=C/c1ccccc1)=N\NC(=O)Cn1cncn1
 : -7%	-5%	73%[activator]	0.5%	46%	3%	2	9%	-16%	2%
- CSc1ncnc2c1cnn2-c1ccc(C)cc1C
 : 68%	2%	-3%	0.1%	4%	u	6	x	6%	13%
- Cc1cccc(OCC(=O)N/N=C\c2cn(C)c3ccccc23)c1
 : -26%	3%	3%	0.0%	1%	5.8µM*	1	11%	12%	-1%
- O=C(c1cccc(S(=O)(=O)NCCOc2ccccc2)c1)N1CCN(c2ncccn2)CC1
 : -43%	-6%	2%	-3.5%	2%	23µM*	2	x	3%[7.66 µM]	-4%
- COc1ccc(OC)c(/C=N\NC(=O)c2cc3c(ccc4ccccc43)o2)c1
 : 0%	-1%	-7%	0.1%	11%	16µM*	0	-1%	23%	-1%
- Cc1cc2nnc(SCC(=O)NCc3ccco3)n2c2ccccc12
 : -19%	-8%	x	x	x	x	x	0%	-58%[inhibitor]	x
- O=C1CS/C(=N\N=C\c2ccco2)N1c1ccccc1
 : 10%	0%	2%	0.4%	35%	-3%	10	1%	5%	9%
- COc1ccc(CCC(=O)Nc2nc3c(s2)CN(C)CC3)cc1OC
 : 0%	-1%	0%	-0.7%	1%	-2%	0	0%	16%	-11%
- O=C(NCCCn1ccnc1)c1ccc(NS(=O)(=O)c2ccc(Cl)c(Cl)c2)cc1
 : -3%	2%	x	-0.7%	-12%	u	-6	-2%	u	-4%
- CC(=O)c1ccccc1OCC(O)CN1CCN(CCN2C(=O)c3cccc4cccc(c34)C2=O)CC1 (stereo not given)
 : -20%	-2%	17%	0.2%	-5%	u	1	-3%	-49%[inhibitor]	-8%
- CC(C)(C)c1ccc(-c2nc(C#N)c(NCCCn3ccnc3)o2)cc1
 : -97%[inhibitor]	-1%	16%	-1.0%	-4%	-9%	13	4%	-76%[inhibitor]	5%
- CC(=O)Oc1ccccc1C(=O)Oc1ccc(/C=N/n2cnnc2)cc1
 : -11%	-7%	16%	-0.5%	2%	1%	-1	-2%	0%	-1%
- COc1ccccc1NC(=S)N(Cc1ccco1)Cc1cc2ccc(C)c(C)c2[nH]c1=O
 : -80%	-1%	0%	0.3%	-5%	u	1	-4%[46.1 µM]	0%	10%
- CCCn1c(N)c(C(=O)CN(C)CC(=O)Nc2ccc(C)cc2)c(=O)[nH]c1=O
 : -15%	-4%	x	-0.4%	-2%	u	2	-4%	3%	2%
- COCCNC(=S)N(c1ccccc1)C(C)C
 : 8%	-3%	-3%	-0.5%	-5%	12%	0	0%	12%	-1%
- O=C(Cn1c(SCC(=O)N2CCc3ccccc3C2)nc2ccccc21)NC1CCCC1
 : 1%	-2%	8%	-0.8%	-1%	-10%	14	1%	-15%	5%
- O=C(CN(C(=O)c1csnn1)c1ccccc1Cl)NCCc1ccccc1
 : -2%	-1%	-1%	-0.9%	2%	2%	1	-2%	7%	11%
- CN1C2=NCCN2C(=O)c2ccccc21
 : -1%	-1%	16%	0.3%	0%	6%	0	1%	-2%	0%
- CCC(C)NC(=O)C1CCN(C(=O)COc2ccc3c4c(c(=O)oc3c2C)CCCC4)CC1 (stereo not given)
 : 23%	-1%	2%	0.0%	-12%	u	-14	1%	1%	-2%
- CCc1nnc(NC(=O)CCC(=O)N2CCN(C3c4ccccc4-c4ccccc43)CC2)s1
 : -19%	-9%	-7%	-1.3%	0%	-23%	8	-2%[46.1 µM]	18%	1%
- Cc1ccnc(NC(=O)c2sc3ccccc3c2Cl)c1
 : 56%	-1%	-3%	-0.6%	20%	u	19	0%[46.1 µM]	6%	u
- CCC(=O)Nc1nc2ccc(S(C)(=O)=O)cc2s1
 : 33%	-8%	-2%	-0.2%	6%	27%	1	5%[46.1 µM]	-1%	u
- COc1ccc([C@H]2CC(=O)C=C(c3ccccc3OC)C2)cc1OC
 : 2%	-1%	x	-3.1%	-10%	u	9	-2%	-14%	-12%
- CCOc1ccc(CN2CCN(Cc3cccc4nonc34)CC2CCO)cc1 (stereo not given)
 : -4%	0%	0%	-0.5%	6%	-6%	1	-3%	-9%	-3%
- O=C(CCc1ccccc1)Nc1nncs1
 : 13%	-2%	5%	0.0%	-5%	-1%	-2	0%	5%	10%
- CCOC(=O)c1nc(NCc2cccc(OC)c2)c2ccccc2n1
 : -12%	-3%	7%	-0.1%	2%	u	0	-2%	5%	-2%
- CC(C)(C)c1ccc(C(=O)NCCOc2ccccc2)cc1
 : -31%	-5%	-4%	-0.5%	0%	u	u	-2%	3%	-8%
- COc1cc(OC)cc(C(=O)NNC(=O)Cc2ccc(OC)c(S(=O)(=O)N3CCOCC3)c2)c1
 : -5%	-2%	-9%	-0.4%	3%	-4%	-1	-4%[46.1 µM]	3%	-9%

# Compounds were not picked by outcome. Share with any hit: about 3.8%.
